# DT40 TDP1 no CPT: qHTS for Inhibitors of human tyrosyl-DNA phosphodiesterase 1 (TDP1): qHTS in cells in absence of CPT; 420,000 tested, 15% active; Potency, µM (doses to about 46.2 µM), inactives show at the highest dose activity change, negative = growth inhibition, usual class: inhibitors; AID 686978, 2013; DT40 Tdp1-/- hTDP1 cells, no CPT, ATP luminescence, 48 h; also: nearly all actives have a fitted effect of over 55% in size
#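 A cellular qHTS used chicken DT40 cells lacking endogenous Tdp1 but carrying stably transfected human TDP1. Compounds were applied without camptothecin, and cell growth kinetics were judged by ATP-dependent luminescence after ≥48 hr.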
# TDP1 block: qHTS Assay for Inhibitors of Tyrosyl-DNA Phosphodiesterase (TDP1). Tyrosyl-DNA phosphodiesterase 1 (Homo sapiens), Q9NUW8. recombinant TDP1, AlphaScreen DNA substrate cleavage. Potency, µM (top dose mostly 130 µM), without a hit: at the highest dose activity change, negative = inhibition, most hits filed as inhibitors. 350,000 tested, 0.28% active; also: nearly all actives have a fitted effect of over 40% in size
# Target sequence (Q9NUW8 whole entry, looked up): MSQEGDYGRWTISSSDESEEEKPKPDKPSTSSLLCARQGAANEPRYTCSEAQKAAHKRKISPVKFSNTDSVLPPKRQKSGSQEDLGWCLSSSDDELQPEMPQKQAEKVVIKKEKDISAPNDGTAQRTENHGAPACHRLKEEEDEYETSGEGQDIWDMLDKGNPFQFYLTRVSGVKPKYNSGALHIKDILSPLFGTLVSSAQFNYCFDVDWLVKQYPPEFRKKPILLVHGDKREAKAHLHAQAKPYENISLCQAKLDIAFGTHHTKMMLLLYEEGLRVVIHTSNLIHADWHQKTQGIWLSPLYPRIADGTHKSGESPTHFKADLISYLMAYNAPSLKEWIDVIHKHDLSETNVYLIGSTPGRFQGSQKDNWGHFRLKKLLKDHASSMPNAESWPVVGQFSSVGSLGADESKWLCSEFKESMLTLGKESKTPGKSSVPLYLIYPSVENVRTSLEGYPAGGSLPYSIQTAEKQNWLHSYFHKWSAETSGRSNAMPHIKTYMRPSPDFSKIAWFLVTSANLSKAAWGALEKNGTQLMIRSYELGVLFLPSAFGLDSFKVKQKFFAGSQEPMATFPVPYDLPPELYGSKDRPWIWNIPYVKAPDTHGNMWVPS
#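 Signal: AlphaScreen proximity between streptavidin donor and anti-FITC acceptor beads on intact substrate. Reaction: Tdp1 1 nM, substrate 15 nM final, 5 min RT after 15 min compound preincubation.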
# TDP1 cell CPT: qHTS for Inhibitors of human tyrosyl-DNA phosphodiesterase 1 (TDP1): qHTS in cells in presence of CPT; Potency, µM (doses to about 46.2 µM), for the others: top-dose activity change, negative = growth inhibition, actives largely listed as inhibitors; chicken DT40 Tdp1-/-;hTDP1 cells + 20 nM CPT, ATP luminescence, 48 h; 420,000 tested, 12% active; AID 686979, 2013; also: nearly all actives have a fitted effect of over 55% in size
#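 Chicken DT40 Tdp1-/- cells complemented with human TDP1, 400 cells/well, exposed to compounds plus 20 nM camptothecin for at least 48 h at 37 C; viability read as ATP content by CellTiter-Glo luminescence.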
# Numbers without * were called inactive; ? = inconclusive; · = no result given; & = joins results of further samples; [ ] = remark or other dose. Calls follow the shape of the dose curve; as a rule, active = well fitted curve in the direction sought with a large enough effect; inconclusive = small, poorly fitted or top-dose-only effect, or another doubt; inactive = no such curve, though single readings can be large; an effect the other way counts as inactive or inconclusive. % is scaled to controls: 0 for no effect and ±100 for the full control effect; potency is read from the fitted curve at half-maximal effect.
No.	SMILES	DT40 TDP1 no CPT	TDP1 block	TDP1 cell CPT
1	CCn1c(SCC(=O)N(C)c2c(N)n(Cc3ccccc3)c(=O)[nH]c2=O)nc2ccccc21	-3.1%	7.1%	1.6%
2	CCCN(CCO)Cc1ccc(Br)cc1	-14.3%	-2.0%	-16.7%
3	CCOC(=O)N1CCC(N2CCN(S(=O)(=O)c3ccc(OC)cc3)CC2)CC1	-28.5%	8.3%	-22.5%
4	CC1(C)Cc2c(sc(NC(=O)Nc3ccccc3)c2C(N)=O)CO1	?	3.3%	-0.6%
5	COc1ccc(C2=C(C=O)Cc3ccccc3O2)cc1	?	·	?
6	CCOC(=O)CN1C(=O)C(CC)Oc2ccccc21 (stereo not drawn)	-17.6%	2.8%	-1.9%
7	CCC(=O)Nc1cccc(C2=NN(c3ccccc3)C(c3ccc(OC)cc3)C2)c1 (stereo not drawn)	?	·	-29.9%
8	CC1(C)CC(=O)C2=C(C1)OC(N)=C(C#N)C2c1ccoc1 (stereo not drawn)	13.1%	6.3%	1.4%
9	CC(=O)c1ccc(NC(=O)COC(=O)CCN2C(=O)c3cccc([N+](=O)[O-])c3C2=O)cc1	-35.7%	4.7%	-12.7%
10	C=CCNc1cnn(-c2ccc(C)cc2)c(=O)c1Cl	-2.8%	7.9%	7.6%
11	O=C(NCCCN1CCCC1=O)Nc1ccc(Br)cc1Cl	0.7%	2.2%	8.5%
12	COC(=O)c1ccc(C2NCCc3cc(OC)c(OC)cc32)cc1 (stereo not drawn)	?	·	-11.5%
13	COc1ccc(NC(=O)C2=CC(c3ccco3)=NS(=O)(=O)N2C)cc1OC	-10.4%&-22.8%	5.7%	7.9%&-11.0%
14	Cc1ccc(Cl)cc1N1CCN(C(=O)Cc2c(C(=O)O)[nH]c3ccc(Cl)cc23)CC1	0.5%	2.9%	-3.2%
15	COc1ccc(C(=O)Nc2nnc(SCc3cc(=O)c4cc(C)ccc4[nH]3)s2)cc1OC	?	5.4%	?

# Looked up above:
# `CCC(=O)Nc1cccc(C2=NN(c3ccccc3)C(c3ccc(OC)cc3)C2)c1` (stereo not drawn) | TDP1 cell CPT: -29.9%
# `CC1(C)CC(=O)C2=C(C1)OC(N)=C(C#N)C2c1ccoc1` (stereo not drawn) | TDP1 block: 6.3%
# `CCOC(=O)N1CCC(N2CCN(S(=O)(=O)c3ccc(OC)cc3)CC2)CC1` | DT40 TDP1 no CPT: -28.5%
# `CCCN(CCO)Cc1ccc(Br)cc1` | TDP1 block: -2.0%

# The listing continues:
No.	SMILES	DT40 TDP1 no CPT	TDP1 block	TDP1 cell CPT
16	COc1ccc(Cc2nnc(SCC(=O)NC3CCCC3)o2)cc1	-3.9%	2.5%	0.3%
17	COc1cc(-c2ccccc2)nc2ccccc12	-9.5%	-4.9%	-10.6%
18	O=C(N/N=C/c1cccc([N+](=O)[O-])c1)c1nc2ccccc2c(=O)[nH]1	9.9%	-2.6%	0.2%
19	COc1ccc(N2CCN(S(=O)(=O)CCNC(=O)C(c3ccccc3)c3ccccc3)CC2)cc1	?	3.0%	?
20	COc1ccc(CNc2ncnc3sccc23)cc1OC	7.31µM*	7.0%	8.2µM*
21	CC1CC(C)CN(C(=O)Nc2ccccc2F)C1 (stereo not drawn)	-1.9%	2.4%	4.4%
22	COc1ccccc1CCNC(=O)C1CCN(c2nnc(-n3cccc3CNc3ccc(C)cc3)s2)CC1	23.1µM*	0.0%	18.4µM*
23	CS(=O)(=O)Nc1ccc(-c2ccc3nccn3c2)cc1	-17.1%	·	?
24	Cc1c(/C=N/NC(=O)c2cc(=O)[nH]c(=O)[nH]2)c2ccccn2c1C(=O)c1ccccc1	-0.4%	9.8%	-6.9%
25	O=C(COC(=O)C1CCC1)Nc1cccc(S(=O)(=O)N2CCOCC2)c1	-1.6%	·	-24.5%
26	Cc1cc(S(=O)(=O)N2CCCOC2CNC(=O)C(=O)NCc2ccco2)ccc1F (stereo not drawn)	?	1.3%	-17.1%
27	O=C(NNC(=O)C1CC2CCC1C2)c1ccccc1 (stereo not drawn)	8.1%	-0.6%	-0.8%
28	CC(C)[C@@H]1Cc2[nH][nH]c(=O)c2[C@H](c2ccc(F)cc2)O1	?	·	1.3%
29	COc1ccc(S(=O)(=O)NCCSc2nnnn2-c2ccccc2)cc1OC	23.1µM*	-1.9%	16.4µM*
30	CC/C=C(\C(=O)N[C@@H]1C(=O)N2C(C(=O)OCOC(=O)C(C)(C)C)=C(COC(N)=O)CS[C@H]12)c1csc(N)n1	-10.0%&9.3%	·	-3.4%&-6.4%
31	CC(=O)Nc1ccc(S(=O)(=O)N(C)c2ccc(OCCOc3ccccc3F)cc2)cc1	?	·	?
32	Cc1ccc(S(=O)(=O)NCCC(=O)NCc2ccc(Cl)cc2)cc1C	-9.5%	1.3%	-13.5%
33	C/C(=N/NC(=S)Nc1cccc(C)c1)c1cccc([N+](=O)[O-])c1	13µM*	7.6%	11.6µM*
34	COc1ccc(C(=O)N2CCC3(CCCN(Cc4ccc(C#N)cc4)C3)CC2)cc1	18.4µM*	·	-26.3%
35	CC1CCC(NC(=O)C2COc3ccccc3O2)CC1 (stereo not drawn)	?	·	-13.3%
36	O=C(CCN1C(=O)C2C3C=CC(C3)C2C1=O)N1CCN(c2ccccn2)CC1 (stereo not drawn)	-17.6%	2.6%	1.9%
37	N#C/C(=C\C1=C(N2CCOCC2)C(=C/c2cccc([N+](=O)[O-])c2)/CC1)C(=O)Nc1ccccc1F	10.3µM*	10.3%	9.2µM*
38	O=C(c1ccco1)N1CCN(CC(=O)N2CCCc3c2c(=O)oc2ccc(O)cc32)CC1	-9.7%	-4.1%	-11.2%
39	CCc1cc2ccc(OC)cc2nc1SCC(=O)N1CCN(C(=O)c2ccco2)CC1	-22.4%	·	?
40	COc1ccccc1-c1ccc(=O)n(CC(=O)NCc2ccc3c(c2)OCO3)n1	-0.8%	1.9%	-1.5%
41	Cc1ccc(NC(=O)CCNC(=O)N2CC(=O)Nc3ccccc32)cc1Cl	0.9%	·	-21.2%
42	CCOC(=O)c1ccccc1NC(=O)c1c(N)n(C)c(=O)[nH]c1=O	?	·	-25.9%
43	COc1ccc(CNS(=O)(=O)c2ccc(-n3cccn3)cc2)cc1	?	3.4%	?
44	O=C(NC(=S)N1CCCCCC1)c1ccccc1	?	2.0%	?
45	Cc1nn(-c2ccccc2)c2[nH]c(=O)c(CNc3ccc4c(c3)OCCO4)cc12	-20.9%	6.8%	-22.8%
46	CCOC1=C2CN(S(=O)(=O)c3ccccc3)[C@H](c3ccccc3)C[C@H]2n2c(=O)n(-c3ccccc3)c(=O)n2C1	4.4%	·	3.0%
47	CC1=C(c2ccc(C)cc2)S(=O)(=O)N(Cc2ccc(C(=O)NCc3ccccc3)cc2)C1=O	?	8.4%	?
48	COc1cccc(N2CC(=O)N(NC(=O)c3sc4nc(C)cc(C)c4c3N)CC2=O)c1	-0.8%	8.6%	0.1%
49	COC(=O)[C@@]12C[C@@H](CC(=O)NCCCCc3ccccc3)C(=O)N(Cc3ccccc3)C1=CCC(C)(C)C2	?	·	?
50	CCOC(=O)c1c(NC(=O)c2ccc(OC)c(OC)c2)sc2c1CCCCC2	?	2.2%[12.3 µM]	?
51	CC(=O)Nc1ccc(NC(=S)NC(=O)c2ccc(-c3ccccc3)cc2)cc1	-6.0%	·	-3.3%
52	COc1ccccc1NC(=S)N/N=C/c1ccc(O)cc1	5.8µM*	0.0%	7.31µM*
53	O=C(C1CC(=O)N(C2CCCC2)C1)N1CCN(c2cccc(C(F)(F)F)c2)CC1 (stereo not drawn)	11.6µM*	-2.4%	14.6µM*
54	N#Cc1ccc(Cl)cc1NC(=O)CNCc1cccs1	1.5%	·	9.1%
55	O=C(NC1CCCCC1)C1CC(=O)N(Cc2ccccc2)C1 (stereo not drawn)	-12.8%	8.7%	4.5%
56	CC(C)Oc1ccc(C(CC(=O)O)NC(=O)C2CCCCC2)cc1 (stereo not drawn)	-19.1%	-4.0%	2.8%
57	O=C(N/N=C/c1ccc(O)c(O)c1)c1cccc(S(=O)(=O)N2CCCC2)c1	?	6.6%	-23.7%
58	COc1ccc(N(C(C)C(=O)N/N=C/c2ccc(OC(C)C)cc2)S(C)(=O)=O)cc1 (stereo not drawn)	?	-5.4%	-29.4%
59	CCn1c(=O)c(C(=O)CN(C)CC(=O)Nc2cccc(F)c2)c(N)n(Cc2ccccc2)c1=O	?	0.8%	?
60	Cc1[nH]c2ccccc2c1C(=O)C(=O)N1CCOCC1	15.4%	5.8%	17.4%
61	CC(Oc1ccc(Cl)cc1Cl)C(=O)NCCN1CCOCC1 (stereo not drawn)	-18.8%	5.2%	0.4%
62	COCc1cc(C)nc(SCc2ccccc2)c1C#N	10.7%	·	2.9%
63	CC1=NN(C(=O)c2ccc(Cn3nc(C)c([N+](=O)[O-])c3C)cc2)C(O)(C(F)(F)F)C1 (stereo not drawn)	-20.2%	0.0%	?
64	Cn1c(SCC(=O)Nc2sc3c(c2C#N)CCC3)nnc1C1COc2ccccc2O1 (stereo not drawn)	-17.5%	-5.8%	-25.1%
65	Cc1ccc2[nH]c(=O)c(CN(CCCO)S(=O)(=O)c3c(C)ccc4nsnc34)cc2c1	?	3.4%	?
66	Cc1ccc(C(=O)N2CCN(c3ccc(N4CCOCC4)nn3)CC2)cc1	-20.4%	·	-3.1%
67	COCCN(CCOC)Cc1c(O)ccc2c1O/C(=C\c1ccc(C)o1)C2=O	?	·	?
68	Cc1cc(CNC(=O)COc2c(F)c(F)cc(F)c2F)c2ccccc2n1	-16.0%	0.0%	?
69	CC1(C)Cc2c(sc3nnn(Cc4ccccc4)c(=O)c23)CO1	?	-8.1%	-9.1%
70	O=C(CSCc1c(F)cccc1Cl)NCC1CCCO1 (stereo not drawn)	-9.7%	-2.9%	-10.4%
71	Cc1cccc(NNC(N)=S)c1C	-9.1%	·	?
72	FC(F)(F)c1ccccc1-c1nccc(NCc2cccs2)n1	?	·	?
73	NC(Cc1ccc(Cl)cc1)c1csc(Nc2ccc(-c3ccccc3)nn2)n1 (stereo not drawn)	-89.8%	·	6.51µM*
74	COCc1cc(C)nc(SCc2ccc(Br)cc2)c1C#N	?	·	18.0%
75	O=C(O)COc1ccc(Cl)cc1CO	-5.7%	4.4%	-10.0%

# (listing goes on)
No.	SMILES	DT40 TDP1 no CPT	TDP1 block	TDP1 cell CPT
76	CN(C)C1=NC[C@H](Cc2ccccc2)N1CCCC1CCCCC1	6.51µM*	-5.6%	7.31µM*
77	COc1ccc2[nH]c(=O)c(CN(C(C)=O)c3ccc(C)cc3C)cc2c1	-12.5%	·	-4.0%
78	CCN(CC)C(=O)Cc1ccccc1	1.0%	·	-18.1%
79	CC(C)(C)C(=O)Nc1cccc(-c2ncon2)c1	-9.4%	-1.3%	0.0%
80	CCCCC(=O)Nc1ccc(N2CCN(C(=O)c3ccco3)CC2)cc1	-3.6%	3.7%	?
81	Cc1ccc(-n2nc(C)c(C(C)(O)C(F)(F)F)c2N)cc1 (stereo not drawn)	-5.2%	0.6%	-0.3%
82	CCC(=O)Nc1cccc(NC(=O)CSc2nnc(C(C)C)n2CC)c1	5.4%	1.0%	-2.0%
83	CSc1ncc(Cl)c(C(=O)N(Cc2ccc(C)cc2)C2CCS(=O)(=O)C2)n1 (stereo not drawn)	?	4.9%	?
84	CCOC(=O)c1c(NC(=O)CN2C(=O)NC3(CCC(C)CC3)C2=O)sc(C(=O)N(C)C)c1C (stereo not drawn)	-2.0%	1.4%[0.505 µM]	16.4%
85	Cc1ccc(NC(=O)COc2coc(CN3CCc4ccccc43)cc2=O)cc1Cl	14.6µM*	·	23.1µM*
86	Cn1c(SCc2nc(-c3ccc(Br)cc3)no2)nnc1-c1ccco1	-25.1%	5.3%	-12.2%
87	CN(C)CCNC(=O)c1cccc(-c2cnc3c(NC=O)cc(-c4cc(F)c(F)c(F)c4)cn23)c1	3.26µM*	·	4.11µM*
88	CSc1ccc(C(=O)C2CCCN(C(=O)Cc3nonc3C)C2)cc1 (stereo not drawn)	?	·	?

# A different layout for some results above.
82	CCC(=O)Nc1cccc(NC(=O)CSc2nnc(C(C)C)n2CC)c1
83	CSc1ncc(Cl)c(C(=O)N(Cc2ccc(C)cc2)C2CCS(=O)(=O)C2)n1 (stereo not drawn)
87	CN(C)CCNC(=O)c1cccc(-c2cnc3c(NC=O)cc(-c4cc(F)c(F)c(F)c4)cn23)c1
76	CN(C)C1=NC[C@H](Cc2ccccc2)N1CCCC1CCCCC1
88	CSc1ccc(C(=O)C2CCCN(C(=O)Cc3nonc3C)C2)cc1 (stereo not drawn)
Screen / compound no. | 82 | 83 | 87 | 76 | 88
DT40 TDP1 no CPT | 5.4% | ? | 3.26µM* | 6.51µM* | ?
TDP1 block | 1.0% | 4.9% | · | -5.6% | ·
TDP1 cell CPT | -2.0% | ? | 4.11µM* | 7.31µM* | ?

# Screens from PubChem BioAssay.
